# Assay outcomes (PubChem BioAssay)
# NLRP3 yeast inh: inhibitors of NALP3 inflammasome in yeast. actives 0.39% (n = 330,000). AID 2825. inhibition, % at 10 µM. Yeast reconstituted NLRP3/ASC/caspase-1, beta-gal luminescence, 24 h;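 active means inhibition of 50% or more; inactive means inhibition below 50%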;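 further: plate controls were induced DMSO wells for no effect and uninduced yeast grown without galactose for full effect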
# hIAP inh: human IAP inhibition. actives 0.12% (n = 330,000). inhibition, % at 10 µM. purified IAP, CDP-Star luminescence, 30 min;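 active means inhibition reaching a set limit with compound at 10 µM in the primary screen, cut at about 35% in these data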;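 further: plate controls were DMSO wells with enzyme for no effect and no-enzyme buffer wells for full effect; values of inactives mirror those of a sister screen read the other way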
# hIAP act: increases human intestinal alkaline phosphatase activity. actives 0.16% (n = 330,000). purified human IAP, CDP-Star luminescence, 30 min; active compounds read high; 1 = vehicle-only enzyme, 0 = enzyme-free background. activation factor at 10 µM. AID 2524. P09923;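 active means activation factor of the enzyme at least 2-fold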; further: the source names both 10 and 20 µM as test concentration; values of inactives mirror those of a sister screen read the other way
# tim10-1 inh: inhibits growth of tim10-1 mutant yeast | S. cerevisiae tim10-1 ts strain growth, BacTiter-Glo, 24 h | inhibition, % at 20 µM | actives 2.2% (n = 330,000) | AID 463190;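 active means inhibition of at least 40%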;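 further: mutant grown at 25 °C; 0% = DMSO wells with yeast and 100% = wells holding no yeast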
# ATG4B inhibitor: blocks human ATG4B protease cleavage of LC3 substrate; Q9Y4P1; ATG4B cleavage of LC3-PLA2, NBD-HPC fluorescence, 1 h; inhibition, % at 8.33 µM; actives 0.51% (n = 340,000); AID 504462; in the data active means inhibition above about 40%
# Apaf-1 inh: blocks human Apaf-1 apoptosome activity; O14727; reconstituted apoptosome caspase-3 activity, DEVD-Rh110 fluorescence; inhibition, % at 20 µM; actives 0.71% (n = 330,000); AID 489030; active means inhibition of at least 40% at 20 µM;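 further: plate controls were DMSO wells for no effect and DEVD-CHO caspase inhibitor wells for full effect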
# Target sequence (O14727 whole entry, looked up): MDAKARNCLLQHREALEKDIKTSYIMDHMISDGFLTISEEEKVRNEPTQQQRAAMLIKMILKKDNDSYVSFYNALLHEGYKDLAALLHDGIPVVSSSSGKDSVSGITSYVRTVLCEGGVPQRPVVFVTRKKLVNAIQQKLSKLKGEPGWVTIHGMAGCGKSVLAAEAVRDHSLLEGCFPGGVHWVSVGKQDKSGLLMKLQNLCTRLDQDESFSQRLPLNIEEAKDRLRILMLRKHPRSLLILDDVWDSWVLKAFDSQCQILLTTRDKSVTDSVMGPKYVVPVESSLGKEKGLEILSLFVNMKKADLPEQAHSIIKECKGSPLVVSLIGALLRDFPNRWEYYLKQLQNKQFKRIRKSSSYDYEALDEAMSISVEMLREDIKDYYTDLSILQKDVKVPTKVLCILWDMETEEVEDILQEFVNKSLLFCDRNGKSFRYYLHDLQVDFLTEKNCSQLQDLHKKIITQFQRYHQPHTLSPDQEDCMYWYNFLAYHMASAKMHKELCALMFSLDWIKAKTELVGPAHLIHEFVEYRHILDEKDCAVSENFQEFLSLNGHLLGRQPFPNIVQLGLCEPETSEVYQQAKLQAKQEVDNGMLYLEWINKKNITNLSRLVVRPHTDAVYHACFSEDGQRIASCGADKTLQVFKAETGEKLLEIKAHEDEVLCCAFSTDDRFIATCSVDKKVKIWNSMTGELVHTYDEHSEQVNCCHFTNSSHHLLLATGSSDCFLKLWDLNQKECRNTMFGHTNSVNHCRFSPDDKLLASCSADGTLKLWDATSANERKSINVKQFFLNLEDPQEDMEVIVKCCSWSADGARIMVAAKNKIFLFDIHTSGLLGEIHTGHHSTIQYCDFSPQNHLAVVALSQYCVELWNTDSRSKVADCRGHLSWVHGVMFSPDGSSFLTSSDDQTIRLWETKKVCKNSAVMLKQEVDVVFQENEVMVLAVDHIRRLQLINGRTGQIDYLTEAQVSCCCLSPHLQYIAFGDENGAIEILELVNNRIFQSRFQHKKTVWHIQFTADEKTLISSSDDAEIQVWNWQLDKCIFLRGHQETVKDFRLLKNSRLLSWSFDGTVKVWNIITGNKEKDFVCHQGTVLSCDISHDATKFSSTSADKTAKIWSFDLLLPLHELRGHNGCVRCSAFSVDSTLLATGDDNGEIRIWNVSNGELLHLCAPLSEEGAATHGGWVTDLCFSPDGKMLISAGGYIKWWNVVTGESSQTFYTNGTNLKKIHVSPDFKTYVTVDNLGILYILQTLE
#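 detection = Rh110 fluorescence intensity | test system = biochemical Apaf-1 apoptosome reconstitution | also added = cytochrome c and DEVD-Rh110 substrate | schedule = 30 min plus 50 min, RT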
# TIM10 inh: growth inhibitors of TIM10 yeast strain. S. cerevisiae TIM10 strain growth, BacTiter-Glo luminescence, 24 h. inhibition, % at 10 µM. actives 1.4% (n = 330,000);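 active means inhibition of 40% or more at the single tested concentration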;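 further: wild-type TIM10 isogenic control strain grown at permissive 25 °C; 0% = DMSO yeast wells and 100% = minimal medium wells without yeast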
# mIAP act: increases mouse intestinal alkaline phosphatase activity; AID 2805; actives 0.24% (n = 330,000); muIAP, CDP-Star luminescence, 30 min; active compounds read high; 1 = vehicle-only enzyme signal, 0 = enzyme-free wells; activation factor at 10 µM;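 active means activation factor of at least 2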; further: the source names both 10 and 20 µM as test concentration; values of inactives mirror those of a sister screen read the other way
#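 Assay system: mouse IAP enzyme / Compound: DMSO-dissolved test compounds / Timing: 30 min, room temperature / Measured by: luminescence from enzymatic CDP-Star hydrolysis / Control set: DMSO-only wells, enzyme-free buffer wells as negative control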
# mIAP block: blocks mouse intestinal alkaline phosphatase; purified mouse IAP, CDP-Star luminescence, 30 min; actives 0.2% (n = 330,000); AID 2806; inhibition, % at 10 µM;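 active means inhibition of at least 40% at 10 µM in the primary screen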;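 further: plate controls were DMSO with enzyme for no effect and no enzyme wells for full effect; values of inactives mirror those of a sister screen read the other way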
# * marks the source's active call; other numbers are inactive results.
SMILES,NLRP3 yeast inh,hIAP inh,hIAP act,tim10-1 inh,ATG4B inhibitor,Apaf-1 inh,TIM10 inh,mIAP act,mIAP block
CCOc1cc(C(=O)NC(C)Cc2cccs2)cc(OCC)c1OCC (stereo not given),0,-1,1,14,10,-7,-3,0.99,1
Cc1cc(C(=O)NC(C)C2CCCO2)c(C)o1 (stereo not given),10,0,1,4,4,-13,-4,1,-1
O=c1c2ccccc2nc(-c2ccco2)n1/N=C/c1ccccc1O,19,18,0.82,10,-4,-12,7,1,-4
CCCN(CCC)S(=O)(=O)c1ccc(NS(C)(=O)=O)cc1,8,18,0.82,10,9,-3,-1,1,-2
CN(C)S(=O)(=O)c1ccc(C(=O)OCC2CC2(Cl)Cl)cc1 (stereo not given),14,-7,1.1,13,-1,15,-12,1,-2
Cc1onc(-c2ccccc2Cl)c1C(=O)N1CCN(c2ccccc2)CC1,10,2,0.98,16,-9,1,5,0.97,2
CCOc1ccc(C(=O)Nc2c(C(N)=O)oc3ccccc23)cc1,19,3,0.97,38,13,-5,11,0.96,4
c1ccc(CSc2n[nH]c(-c3ccco3)n2)cc1,4,-8,1.1,11,-3,3,12,0.78,22
COc1ccc(-c2cc(C(=O)NCC3CCCO3)c3cc(C)ccc3n2)cc1 (stereo not given),25,5,0.95,35,-10,-2,13,0.93,7
Cc1cccc(N2C(=O)C3C4CC(C(Br)C4Br)C3C2=O)n1 (stereo not given),7,17,0.83,7,-6,0,14,0.95,5
CCOC(=O)c1cc2c(ccn2C)n1CC(=O)N1CCC(C)CC1,9,3,0.97,20,9,12,-6,1,-2
Cc1ccc(C(=O)N2CCN(S(=O)(=O)c3ccccc3)CC2)cc1,-5,6,0.94,22,-2,-2,16,0.97,3
COC(=O)C1=C(N)Oc2cc(C)[nH]c(=O)c2C1c1ccncc1 (stereo not given),4,-6,1.1,5,-10,-2,-4,0.91,9
CCc1nnc(NC(=O)c2ccc(S(=O)(=O)N3CCCC(C)C3)cc2)o1 (stereo not given),15,-26,1.3,35,-11,3,22,0.98,2
O=C(Cn1ncc(N2CCOCC2)c(Br)c1=O)c1ccc(Cl)cc1,2,-7,1.1,-36,-3,-1,-31,0.99,1
COC(=O)[C@]1(C)N[C@H](c2ccc(-c3ccc(F)cc3)cc2)[C@@H]2C(=O)N(C)C(=O)[C@@H]21,3,24,0.76,-2,4,3,-1,1.1,-5
O=C(Cc1cccs1)N1CCN(c2cccc(Cl)c2)CC1,28,-3,1,12,19,19,-17,0.96,4
Cc1nnc(N/N=C/c2c(Cl)cccc2Cl)n1N,18,12,0.88,8,4,-5,2,1,-5
CSc1nc2ccc(NC(=O)c3ccc(=O)n(C)n3)cc2s1,18,-4,1,32,-6,2,13,0.97,3
Cc1ccc2c(CSc3nnc(N)s3)cc(=O)oc2c1,-21,-9,1.1,-5,-6,10,-10,0.98,2
Cc1ccc(NC(=O)CSc2nc(N)c3cc4c(nc3n2)CCCC4)cc1,-2,14,0.86,9,-19,11,3,0.93,7
Cc1ccccc1C(=O)N[C@H](C(=O)Nc1ccc(Cl)c(Cl)c1)C(C)C,12,-3,1,9,3,12,10,1.3,-26
Cc1ccc(CNc2cnn(C34CC5CC(CC(C5)C3)C4)c(=O)c2Cl)cc1,53*,5,0.95,3,2,27,35,1,-2
CCOC(=O)C1=C(c2ccccc2)N=c2s/c(=C\c3ccco3)c(=O)n2C1c1cccs1 (stereo not given),14,-49,1.5,27,2,13,2,0.62,38
CCOCc1[nH]c(=S)[nH]c(=O)c1Cc1ccc(OC(C)C)cc1,16,8,0.92,19,-14,-2,21,0.88,12
CCn1c(COc2ccc(Cl)cc2)nnc1SC1CCc2ccccc2C1=O (stereo not given),27,-5,1,20,88*,20,24,1,-4
O=C(COC(=O)c1cnccn1)NCCc1ccc(Cl)cc1Cl,19,-2,1,-12,-4,0,0,0.96,4
COC(=O)CN1C(=O)N/C(=C/c2cc3c(cc2OC)OCO3)C1=O,-1,-7,1.1,7,-10,-5,-1,1,0
CCOC(=O)N1CCN(C(=O)CSc2nnc(-c3cccs3)o2)CC1,4,10,0.9,-9,0,-1,-5,1,-2
COC(=O)NNC(=S)NCc1ccc(C)cc1,19,-1,1,11,0,-6,1,0.97,3
O=C(Cn1c(=O)sc2ccccc21)NCc1ccccn1,-2,5,0.95,5,-1,-18,7,1,-4
COc1ccc(-c2c(C#N)c(N)nc3c2c(=O)n(C)c(=O)n3C)cc1,-6,-6,1.1,-1,-6,15,-22,0.97,3
Nc1nncn1C(=O)CCCOc1ccc(Cl)cc1Cl,19,0,1,26,5,-1,1,1,-1
Cc1ccc(N(C(=O)c2snc(C(N)=O)c2N)C(CC(C)C)C(=O)NC2CCCC2)cc1 (stereo not given),1,11,0.89,3,14,19,-12,1,-2
O=C(c1ccc(CS(=O)c2ccc(F)cc2)o1)N1CCN(C2CCCCC2)CC1 (stereo not given),6,-10,1.1,2,1,-2,-2,1,-1
CC1(C)Cc2c(C#N)c(NCCN3CCOCC3)nc(-c3ccco3)c2CO1,11,8,0.92,6,-4,1,-3,0.98,2
COc1ccc(C(=O)CNc2ccccc2CO)cc1,11,5,0.95,3,-4,2,16,1.1,-6
CN(Cc1ccccc1)C(=C(Cl)Cl)/C(=C1/NCCN1C)[N+](=O)[O-],17,7,0.93,-3,2,-2,10,0.9,10
CCCc1cc(C(=O)OC)c(NC(=O)c2cc(C)on2)s1,29,12,0.88,10,-11,9,15,0.9,10
Cc1ccc(C(=O)OC2OC(=O)C(Cl)=C2N2CCOCC2)cc1 (stereo not given),18,-3,1,35,-2,5,13,1,-3

# 4 of these compounds in a different format.
SMILES	NLRP3 yeast inh	hIAP inh	hIAP act	tim10-1 inh	ATG4B inhibitor	Apaf-1 inh	TIM10 inh	mIAP act	mIAP block
CCOC(=O)C1=C(c2ccccc2)N=c2s/c(=C\c3ccco3)c(=O)n2C1c1cccs1 (stereo not given)	14	-49	1.5	27	2	13	2	0.62	38
CCOCc1[nH]c(=S)[nH]c(=O)c1Cc1ccc(OC(C)C)cc1	16	8	0.92	19	-14	-2	21	0.88	12
CCn1c(COc2ccc(Cl)cc2)nnc1SC1CCc2ccccc2C1=O (stereo not given)	27	-5	1	20	88*	20	24	1	-4
O=C(COC(=O)c1cnccn1)NCCc1ccc(Cl)cc1Cl	19	-2	1	-12	-4	0	0	0.96	4

# Next records:
SMILES,NLRP3 yeast inh,hIAP inh,hIAP act,tim10-1 inh,ATG4B inhibitor,Apaf-1 inh,TIM10 inh,mIAP act,mIAP block
CCCN1C(=O)/C(=C\C=C2/Sc3ccccc3N2CCO)SC1=S,17,17,0.83,25,5,6,29,0.76,24
COc1ccc(S(=O)(=O)N2CCN(C(=O)c3ccc(NC(C)=O)cc3)CC2)cc1,6,17,0.83,5,5,-13,7,1,-3
COc1cccc(C(=O)NNC(=O)C2CCCO2)c1 (stereo not given),14,-10,1.1,5,-1,7,-13,0.92,8
O=C(Nc1nnc(C2CC2)s1)c1cc(Cl)sc1Cl,44,2,0.97,28,-1,16,19,1.1,-7
COCc1c(C(=O)OCC(=O)N(C)C2CCS(=O)(=O)C2)oc2ccccc12 (stereo not given),7,6,0.94,15,2,-4,-2,0.95,5
CCOC(=O)Cc1csc(SCC(=O)N2CCN(c3ccc(OC)cc3)CC2)n1,6,20,0.8,7,-12,-9,4,0.86,14
Cc1nn(C)c(Oc2ccc(Cl)cc2)c1C(=O)O,9,7,0.93,2,-7,3,-17,1.2,-22
CCOC(=O)c1cnc2c(c(C)nn2C)c1Oc1ccccc1F,-15,11,0.89,13,13,-19,14,1,-4
CN(c1ccccc1)S(=O)(=O)c1cccc(C(=O)OCC(=O)Nc2ccc(C(N)=O)cc2)c1,4,-5,1,13,-8,3,4,1,-2
O=C(NCc1ccc(F)cc1)c1ccc(Br)o1,14,-4,1,-2,0,-8,1,1,-2
Cc1noc(C)c1CN1C(=O)c2ccccc2C1=O,8,18,0.82,-14,-6,2,-8,1,-4
COc1ccc(C)cc1NC(=O)CSc1nnc(-c2ccc(OC)c(OC)c2)n1N,-12,8,0.92,9,-8,1,-1,0.94,6
CCC(=Nc1ccccc1OC)C1=C(O)CC(c2ccccc2)CC1=O (stereo not given),38,3,0.97,2,0,-4,11,0.95,5
O=C(NCc1ccco1)C1CCCN(S(=O)(=O)c2ccc(Cl)cc2)C1 (stereo not given),7,4,0.96,27,-7,11,1,0.92,8
CCN(C(=O)CCCC(=O)N(CC)c1ccccc1)c1ccccc1,11,-5,1.1,25,27,3,15,1,-3
C/C=C/COC(=O)c1[nH]c2c(c1C)C(=O)CC(c1ccco1)C2 (stereo not given),18,8,0.92,29,16,12,14,0.84,16
CC(C)(C)C(=O)NC(=S)Nc1ccccc1C(N)=O,9,2,0.98,4,8,10,-1,1,-5
O=C(C(=O)N1CCCc2ccccc21)c1c[nH]c2ccccc12,-2,-14,1.1,24,6,-7,36,1.1,-7
Cc1cccc(OCC(=O)NCc2ccc(F)cc2)c1,10,-30,1.3,11,5,-8,-4,1,-3
Cc1ccc(OCCCN2CCOCC2)c([N+](=O)[O-])c1,17,-11,1.1,13,3,-3,-14,0.96,4

# Four structures out of the list, ordered by formula weight, rising.
SMILES,NLRP3 yeast inh,hIAP inh,hIAP act,tim10-1 inh,ATG4B inhibitor,Apaf-1 inh,TIM10 inh,mIAP act,mIAP block
COC(=O)NNC(=S)NCc1ccc(C)cc1,19,-1,1,11,0,-6,1,0.97,3
O=c1c2ccccc2nc(-c2ccco2)n1/N=C/c1ccccc1O,19,18,0.82,10,-4,-12,7,1,-4
CN(C)S(=O)(=O)c1ccc(C(=O)OCC2CC2(Cl)Cl)cc1 (stereo not given),14,-7,1.1,13,-1,15,-12,1,-2
COCc1c(C(=O)OCC(=O)N(C)C2CCS(=O)(=O)C2)oc2ccccc12 (stereo not given),7,6,0.94,15,2,-4,-2,0.95,5

# The results go on:
SMILES,NLRP3 yeast inh,hIAP inh,hIAP act,tim10-1 inh,ATG4B inhibitor,Apaf-1 inh,TIM10 inh,mIAP act,mIAP block
COc1ccc(-c2nnc(SC(C)C(=O)Nc3nccs3)n2-c2ccccc2)cc1OC (stereo not given),-4,11,0.89,14,-1,-2,16,1,-4
Cc1ccc(C)c(C(=O)COC(=O)CCCC(=O)Nc2cc(C(F)(F)F)ccc2Cl)c1,8,16,0.84,24,8,20,-6,0.99,1
Cc1ccc(C2OC34CCCCCC3C(C#N)(C(=N)O4)C2(C#N)C#N)cc1 (stereo not given),10,-14,1.1,-8,-5,2,-9,1,-4
COc1cccc(OC)c1C(=O)Nn1c(-c2cccc(C)c2)nc2ccccc2c1=O,4,-1,1,12,-2,6,26,0.96,4
Cc1cccc(Nc2nc(NCCCN3CCOCC3)nc(N)c2[N+](=O)[O-])c1,3,-29,1.3,21,-6,1,9,0.97,3
Cc1cc(Cl)nc(-c2ccccc2O)n1,-24,15,0.85,10,-6,-20,3,0.98,2
O=C(NCCCN1CCOCC1)c1ccc2c(c1)N(Cc1cccc(Cl)c1)C(=O)c1ccccc1S2=O (stereo not given),9,-15,1.1,-12,-9,16,5,0.99,1
O=C(Nc1nc(-c2ccccc2)cs1)c1ccc(N2CCOCC2)c([N+](=O)[O-])c1,14,-11,1.1,19,-16,-46,18,0.86,14
Cc1cccc(OCCCSc2nc3ccccc3[nH]2)c1,17,1,0.99,0,-1,11,3,1.1,-9
O=C(c1cccc(S(=O)(=O)N2CCc3ccccc32)c1)N1CCN(c2ccccc2)CC1,15,-8,1.1,12,-7,21,-14,0.93,7
CCOC(=O)c1c(NC(=O)CSc2nc3ccc(C)cc3[nH]2)sc2c1CC(C)(C)NC2(C)C,19,-46,1.5,23,-9,28,1,1,-1
CCOC(=O)C(NC(C)=O)C(=O)Nc1c(C)cccc1C (stereo not given),13,-4,1,2,7,-3,-7,1,0
